Bioassay records as filed in PubChem BioAssay.
Growth percent in the NCI-60 one-dose screen (48 h, 10 µM unless noted): 100 = growth as untreated, 0 = no growth, -100 = all killed.
SNB-19 – SNB-19 CNS cancer cells. 81,000 compounds, 2.5% hits
U251 – U251 CNS tumor cells. 80,000 compounds, 5.4% hits. AID 1794753
A498 – A498 renal cancer cells; 76,000 compounds, 5.4% hits
CAKI-1 – CAKI-1 renal cancer; 75,000 compounds, 4.7% hits; AID 1794772
SNB-75 – SNB-75 CNS cancer; 79,000 compounds, 5% hits
SF-295 – SF-295 CNS cancer cells. 79,000 compounds, 5.6% hits. AID 1794758
SF-539 – SF-539 CNS cancer | 81,000 compounds, 6.8% hits
SF-268 – SF-268 CNS cancer cells; 82,000 compounds, 3.1% hits
NCI-H23 – NCI-H23 lung cancer | 80,000 compounds, 4% hits
An asterisk follows results filed as active; x = no result given. The calls were made as follows: active = growth percent below 10; inactive = the rest.

SMILES	SNB-19	U251	A498	CAKI-1	SNB-75	SF-295	SF-539	SF-268	NCI-H23
CN(/C(N)=N/N=C(c1ccccn1)c1ccccn1)C1CCCCC1	104	100	95	91	97	112	107	93	99
Cc1nc(NC(=S)Nc2ccc(F)cc2)sc1C(=O)NNC(=S)Nc1ccc(F)cc1	77	53	54	101	113	41	94	92	38
Cn1cc(-c2nc(-c3c[nH]c4ncccc34)cs2)c2ccccc21	93	97	81	79	78	98	100	99	63
Cc1[nH]n(-c2cccc(Cl)c2)c(=O)c1/C=C1\C=Nc2ccc(Br)cc21	78	7.5*	x	22	-13*	31	42	51	32
COc1ccc(NC(C)=O)c(N)c1	105	109	110	96	90	100	94	101	93
CCOC(=O)C1=C(C)Nc2nc3ccccc3n2C1c1cccs1 (stereo not given)	102	102	x	92	91	103	95	108	101
C=C(C)CSC(=S)NNc1ccccc1	100	105	101	83	83	x	105	109	99
CC(C)=CCN1CCC(C(=O)Nc2ccc(-c3nc4ccccc4[nH]3)cc2)CC1	94	102	89	94	96	65	96	98	95
COc1ccc([C@H]2c3[nH]c4ccccc4c3C[C@H]3C(=O)N(CCCCCCC(=O)NO)CC(=O)N23)cc1OC	89	94	72	80	62	100	86	111	100
CNC(=O)OCc1snc(-c2ccccc2)c1COC(=O)NC	103	x	115	92	84	89	95	116	102
COC(=O)c1cc(=O)n2[nH]c(Nc3ccccc3)c(-c3nc4ccccc4s3)c2n1	91	92	89	96	97	101	101	90	91
O=C(Nc1ccccc1O)c1ccc(CNC(=O)c2ccccc2Nc2ccnc(C(F)(F)F)c2)cc1	83	66	47	84	74	84	80	87	75
CC(C)N(C(=O)CSc1nc2c([nH]1)c(=O)n(C)c(=O)n2C)c1ccccc1	86	104	108	105	90	124	115	115	107
C#CCOc1ccccc1C(OC(=O)c1ccccc1)C(=O)NC(C)(C)C(C)(C)C (stereo not given)	95	87	120	63	71	70	102	94	82
CC(C)[C@H]1CC[C@@](C)(C(=O)OCc2ccc3c(c2)OCO3)C1	107	99	85	101	100	96	101	103	109
CN1CCCc2cc3c(cc21)oc1ccccc13	117	109	106	x	90	99	102	92	93
CC(C)(C)c1nc(N)c2c(Nc3ccc(Cl)cc3)[nH]nc2n1	97	100	x	98	108	97	96	118	107
NC(=O)c1cc(Sc2ccccc2)nc2ccccc12	98	90	x	76	98	96	100	108	100
O=c1[nH]c(N2CCCCC2)nc2nccc(-c3ccncc3)c12	106	94	88	90	83	94	99	106	107
COc1ccc2c(c1)c(-c1nc(N)nnc1-c1cn(C)c3ccc(Br)cc13)cn2C	95	102	76	96	105	119	103	98	99
O=C1NC(=NCCO)S/C1=C\c1ccc(O)cc1	99	98	x	97	87	99	93	103	94
Cc1ccc2c(c1)C(=O)/C(=C/c1cccc(F)c1)S2	97	101	x	86	106	105	100	101	101
COc1cc(-c2nc(SCC(C)C)nc(NC(C)(C)C)c2C#N)cc(OC)c1OC	99	107	84	92	87	98	105	104	102
COc1c(N2CC3CCCNC3C2)c(F)cc2c(=O)c(C(=O)N/N=C/c3ccoc3)cn(C3CC3)c12 (stereo not given)	93	100	99	x	101	94	94	85	96
Cc1cccc(C)c1NC(=O)CSC(N)=O	105	100	92	99	102	96	115	115	100
CC1(C)C(=O)/C(=C\c2ccco2)C[C@]2(C)[C@H]3CC[C@@H]4[C@@H](C(=O)/C=C/c5ccco5)CC[C@@]4(C)[C@]3(C)CC[C@@H]12	47	51	91	54	68	100	98	79	93
CCOC(=O)c1c(C)nc2c(c1N)CC(=O)N2Cc1cccc(OC)c1	108	88	77	92	96	98	99	92	87
C#CCN(C)CCCOc1ccc(NCc2ccc(/C=C/C(=O)NO)cc2)cc1Cl	8.7*	-13*	-72*	-36*	9.9*	-65*	-7.8*	13	-24*
[2H]C([2H])([2H])Oc1ccc(Cl)cc1/C=C/C(=O)/C=C(/C=C/c1cc(Cl)ccc1OC([2H])([2H])[2H])OB(F)F	104	90	114	100	102	103	106	107	95
COc1cc(C(=O)n2nc(N3CCOCC3)c3ccc(-n4cccc4)cc32)cc(OC)c1OC	83	68	54	61	63	52	63	63	73
CC1(C)OC(=O)C(=Cc2cccc(Cl)c2)C(=O)O1	98	83	101	101	92	105	107	102	105
CCCCCN1C=C/C(=C\C(=O)N(C)c2ccccc2Br)c2ccccc21	95	88	x	82	92	95	100	96	78
CCC(C)n1cnc2c(Nc3ccccn3)nc(Cl)nc21 (stereo not given)	103	98	95	94	87	94	103	100	102
Cn1c(=O)c2c(nc(Sc3nc(N)cc(=O)[nH]3)n2CC(=O)Nc2ccc(S(N)(=O)=O)cc2)n(C)c1=O	100	x	67	90	60	99	94	97	93
CCC(CNc1cc(OC)cc2cccnc12)NC1CCCCC1 (stereo not given)	94	100	94	95	76	106	90	102	88
COC(=O)c1sc(-c2ccc(OC)cc2)cc1O	95	96	97	100	95	97	101	89	86
O=C(O)c1ccc(/C=N\N=C\c2ccco2)cc1	94	103	85	104	90	105	99	102	95
CCCCCCNC(=O)Oc1ccc(/C(=C(\C)c2ccc(Cl)cc2)c2ccc(OCCN3CCCCC3)cc2)cc1	68	35	76	64	60	48	42	57	49
FC(F)(F)c1nc2nc(Cl)c(Cl)nc2[nH]1	101	105	129	95	90	84	114	98	103
COc1ccc(N)c(S)c1	100	94	112	x	85	100	101	105	92
NC(=O)NN=C1CCCCC1	100	100	108	x	106	103	103	101	99
CCNCCNc1cc(-c2ccc(Cl)c(Cl)c2)c(C#N)c2nc3ccccc3n12	-74*	-95*	-77*	-95*	-88*	-92*	-87*	-80*	-73*
COC1=C[C@@]23CCCN2CCc2cc4c(cc2[C@H]3[C@H]1OC(=O)CCCC(C)C)OCO4	99	102	90	97	81	99	100	91	102
CS(=O)(=O)OCC(COS(C)(=O)=O)C(c1ccccc1)c1ccccc1	105	107	93	x	96	97	118	109	97
COc1ccc(C(=O)Nc2nc(-c3ccc(OC)cc3)cs2)cc1	95	x	97	103	94	103	98	107	108
CCc1c(-c2ccccc2)n[nH]c1-c1[nH]nc(-c2ccccc2)c1CC	x	104	109	87	103	98	100	102	100
CC(=O)CC/C=C(\C)CCC=C(C)C	96	105	98	110	93	x	107	107	114
O=c1[nH]cc(F)c(=S)[nH]1	95	98	92	101	81	99	104	99	95
CC(=O)c1ccc2c(c1)Cc1cc(C(C)=O)ccc1-2	105	92	69	99	102	95	108	110	100
C[C@]1(O)CC(=O)[C@]2(O)C3=C(C=C[C@]2(O)C1)C(=O)c1c(O)cccc1C3=O	101	72	117	-60*	20	90	82	85	-6.8*
Nc1nonc1-n1nncc1-c1ccc(Cl)s1	114	106	89	86	97	97	105	107	100
CCOc1ccc(C2OCCC(C)O2)cc1OC (stereo not given)	110	105	x	x	101	x	106	106	101
COc1cc(/C=C2\Oc3cc(OCC(=O)c4ccccc4)ccc3C2=O)cc(OC)c1OC	118	90	105	119	104	91	121	105	105
O=C(O)c1ccccc1/C=N\Nc1ccc([N+](=O)[O-])cn1	113	105	x	100	100	116	109	112	105
Cc1cccc(-c2cc(O)c(C(=O)Nc3ccccc3)s2)c1	100	93	98	88	77	105	94	102	88
CNc1nc2c(s1)C(c1c(C)sc3ccccc13)CC(=O)N2 (stereo not given)	96	93	72	77	75	101	91	94	95
COC(=O)c1cc(C(C)=O)ccc1O	107	110	x	x	97	110	100	x	104
CC(=O)OCC1OC(n2ccc(=O)[nH]c2=O)C(OC(C)=O)C1OC(C)=O (stereo not given)	100	92	121	72	89	112	94	104	81
COc1ccc2c(c1)nc(N)c1c3cccnc3cn21	36	13	-9.6*	-16*	42	-17*	10	34	34
Cc1cc(C)nc(NS(=O)(=O)c2ccc(Nc3nc4nc(=S)[nH]c(-c5ccc(O)cc5)c4c(=O)[nH]3)cc2)n1	79	85	88	86	75	103	93	93	108
Next section
SMILES	SNB-19	U251	A498	CAKI-1	SNB-75	SF-295	SF-539	SF-268	NCI-H23
COc1cc2nc3c(=O)n(-c4ccc(C#N)cc4)cnn3c(=O)c2cc1OC	98	102	113	x	74	100	95	89	98
CCC(=O)c1ccc([N+](=O)[O-])o1	99	95	94	113	94	114	97	97	98
CN1CCCNc2c(c(=O)c2=O)NCCCN(C)CCCNc2c(c(=O)c2=O)NCCCN(C)CCCNc2c(c(=O)c2=O)NCCCN(C)CCCNc2c(c(=O)c2=O)NCCCN(C)CCCNc2c(c(=O)c2=O)NCCCN(C)CCCNc2c(c(=O)c2=O)NCCCN(C)CCCNc2c(c(=O)c2=O)NCCC1	41	15	73	54	84	66	6.6*	-16*	47
COc1ccc(C2=CC(c3cc(OC)c(OC)c(OC)c3)n3ncnc3N2)cc1 (stereo not given)	36	6.3*	-5.7*	22	40	13	-1.7*	31	29
COc1ccccc1NC(=O)/C(=C\n1c(=S)[nH]c2ccc([N+](=O)[O-])cc21)C(C)=O	108	94	110	91	78	103	92	101	90
C=C(C)[C@@H]1CC[C@]2(COS(C)(=O)=O)CC[C@]3(C)[C@H](CC[C@@H]4[C@@]5(C)CCCNC(C)(C)[C@@H]5CC[C@]43C)[C@@H]12	82	14	x	87	112	-40*	85	106	82
O=C(Nc1ccccc1C(=O)N/N=C/c1cc2ccccc2cn1)c1ccc(F)cc1	75	52	x	83	74	72	85	67	79
N#Cc1nnc2cc(-c3ccccc3)nn2c1-c1ccco1	x	111	109	87	98	98	92	x	97
Brc1cc(-c2cc(-c3ccc4c(c3)OC=CO4)[nH]n2)cs1	84	81	87	64	83	79	85	90	79
CCOC(=O)c1ccc(N(C=O)CCC(=O)CCl)cc1	59	4.6*	-13*	-20*	26	-16*	-31*	6.0*	20
O=C(NCC(=O)N1CCCC1)N/N=C/c1ccccc1O	102	x	112	81	82	89	98	103	96
Clc1ccc(Sc2nc(NC3CCCCCC3)nc(Sc3ccc(Cl)cc3)n2)cc1	94	79	103	85	89	79	97	86	91
Nc1c(C(=O)c2ccc(Cl)s2)sc2nc3c(cc12)CCCC3	105	98	72	87	103	102	97	104	91
COc1cc2nc(Sc3ncccc3C(=O)O)n(-c3ccccc3)c(=O)c2cc1OC	100	109	98	82	101	95	96	128	102
COc1ccc(Cl)cc1Nc1nc(C(F)(F)F)ccc1C(=O)N/N=C/c1ccccc1Cl	9.5*	-26*	28	11	50	-12*	-7.1*	14	17

20 entries already listed, ordered by number of heavy atoms, falling.
SMILES	SNB-19	U251	A498	CAKI-1	SNB-75	SF-295	SF-539	SF-268	NCI-H23
Cc1cc(C)nc(NS(=O)(=O)c2ccc(Nc3nc4nc(=S)[nH]c(-c5ccc(O)cc5)c4c(=O)[nH]3)cc2)n1	79	85	88	86	75	103	93	93	108
O=C(Nc1ccccc1O)c1ccc(CNC(=O)c2ccccc2Nc2ccnc(C(F)(F)F)c2)cc1	83	66	47	84	74	84	80	87	75
C=C(C)[C@@H]1CC[C@]2(COS(C)(=O)=O)CC[C@]3(C)[C@H](CC[C@@H]4[C@@]5(C)CCCNC(C)(C)[C@@H]5CC[C@]43C)[C@@H]12	82	14	x	87	112	-40*	85	106	82
COc1cc(C(=O)n2nc(N3CCOCC3)c3ccc(-n4cccc4)cc32)cc(OC)c1OC	83	68	54	61	63	52	63	63	73
COc1cc(/C=C2\Oc3cc(OCC(=O)c4ccccc4)ccc3C2=O)cc(OC)c1OC	118	90	105	119	104	91	121	105	105
COc1ccc(Cl)cc1Nc1nc(C(F)(F)F)ccc1C(=O)N/N=C/c1ccccc1Cl	9.5*	-26*	28	11	50	-12*	-7.1*	14	17
COC1=C[C@@]23CCCN2CCc2cc4c(cc2[C@H]3[C@H]1OC(=O)CCCC(C)C)OCO4	99	102	90	97	81	99	100	91	102
COc1cc(-c2nc(SCC(C)C)nc(NC(C)(C)C)c2C#N)cc(OC)c1OC	99	107	84	92	87	98	105	104	102
COc1ccccc1NC(=O)/C(=C\n1c(=S)[nH]c2ccc([N+](=O)[O-])cc21)C(C)=O	108	94	110	91	78	103	92	101	90
C[C@]1(O)CC(=O)[C@]2(O)C3=C(C=C[C@]2(O)C1)C(=O)c1c(O)cccc1C3=O	101	72	117	-60*	20	90	82	85	-6.8*
Cn1cc(-c2nc(-c3c[nH]c4ncccc34)cs2)c2ccccc21	93	97	81	79	78	98	100	99	63
CNC(=O)OCc1snc(-c2ccccc2)c1COC(=O)NC	103	x	115	92	84	89	95	116	102
CC(C)[C@H]1CC[C@@](C)(C(=O)OCc2ccc3c(c2)OCO3)C1	107	99	85	101	100	96	101	103	109
CCC(C)n1cnc2c(Nc3ccccn3)nc(Cl)nc21 (stereo not given)	103	98	95	94	87	94	103	100	102
NC(=O)c1cc(Sc2ccccc2)nc2ccccc12	98	90	x	76	98	96	100	108	100
O=C(O)c1ccc(/C=N\N=C\c2ccco2)cc1	94	103	85	104	90	105	99	102	95
Nc1nonc1-n1nncc1-c1ccc(Cl)s1	114	106	89	86	97	97	105	107	100
CC(=O)CC/C=C(\C)CCC=C(C)C	96	105	98	110	93	x	107	107	114
NC(=O)NN=C1CCCCC1	100	100	108	x	106	103	103	101	99
COc1ccc(N)c(S)c1	100	94	112	x	85	100	101	105	92

Rows were taken by chance. Share with any hit: about 10%.
